# HTR2A ag: mouse Htr2a agonists via beta-arrestin recruitment, primary screen, cell-based, luminescence; 5-hydroxytryptamine receptor 2A (Mus musculus), P35363; CHO-K1 mHTR2A beta-arrestin complementation; percent of 30 µM serotonin response; activation, % at 7.6 µM; hit rate 0.66% among 360,000; AID 624169, 2012;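 active means activation above a run cutoff, the mean activation of all tested compounds plus 3 SD, cut at about 14% in these data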;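 further: 0% = plate median of compound wells and 100% = 30 µM serotonin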
# H9c2 protect: cardioprotection against H2O2-induced cell death, primary screen, uHTS, H9c2 cells, ATPLite luminescence | H9c2 cardiomyocytes, H2O2 injury protection, 2 h | AID 588492, 2011 | hit rate 0.63% among 360,000 | protection from H2O2 cell death, % at 20 µM;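 active means compounds giving at least 50% protection of heart cells from peroxide-induced death in the single-dose screen, raw or plate-pattern-corrected value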;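 further: 0% = DMSO wells with peroxide and 100% = DMSO wells without peroxide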
# MC4R ag barr: MC4R agonists recruiting beta-arrestin, primary screen, cell-based, luminescence, agonist arm of biased-ligand search; Melanocortin receptor 4 (Homo sapiens), P32245; U2OS MC4R beta-arrestin complementation; percent of melanotan II response, DMSO zero; activation, % at 8.9 µM; hit rate 0.98% among 360,000; AID 540308, 2011;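 active means activation above a per-plate cutoff, the mean activation of sample wells on that plate plus 3 SD, cut at about 8% in these data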
# Target sequence (P32245 whole entry, looked up): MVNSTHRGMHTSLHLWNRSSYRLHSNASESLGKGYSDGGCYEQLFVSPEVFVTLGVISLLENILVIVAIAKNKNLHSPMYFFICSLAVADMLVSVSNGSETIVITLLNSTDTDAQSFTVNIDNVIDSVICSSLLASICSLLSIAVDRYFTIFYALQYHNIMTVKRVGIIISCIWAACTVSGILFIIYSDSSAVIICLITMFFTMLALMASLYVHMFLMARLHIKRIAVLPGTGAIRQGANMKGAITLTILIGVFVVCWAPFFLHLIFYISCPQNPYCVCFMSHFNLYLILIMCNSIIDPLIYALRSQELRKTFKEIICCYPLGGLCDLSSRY
# Vif inh: HIV Vif self-association inhibitors, primary screen, imaging, HEK293T, single point. HEK293T cells, Vif self-association by quenched fluorescence, 24 h. inhibition, % at 7.49 µM. hit rate 0.35% among 340,000. AID 602346, 2012; in the data active means inhibition above about 50%, passing the limit was not always enough; further: some results filed as inactive read as strong as hits
# aDG glyco act: activators of alpha-DG glycosylation, primary screen, uHTS, Pro5-aDG cells, AlphaScreen; alpha-DG glycosylation AlphaScreen (IIH6); 0% Pro5, 100% B10-LARGE cell signal; activation, % at 10 µM; hit rate 0.22% among 360,000;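 active means activation of at least 8% versus controls, or a plate z-score of at least 8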;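 further: Pro5 are CHO cells carrying HIG-tagged alpha-DG that lacks glycosylation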
# PDI inh: inhibitors of human PDI, primary screen, biochemical, turbidity, single point, plate reader; Protein disulfide-isomerase (Homo sapiens), P07237; PDI insulin aggregation turbidity, A650, 90 min; inhibition, % at 10 µM; hit rate 0.052% among 350,000;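 active means mean inhibition across replicates of 30% or more, whatever share of single replicates reach that level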;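 further: absorbance from insulin aggregation driven by PDI reduction with DTT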
# Target sequence (P07237 whole entry, looked up): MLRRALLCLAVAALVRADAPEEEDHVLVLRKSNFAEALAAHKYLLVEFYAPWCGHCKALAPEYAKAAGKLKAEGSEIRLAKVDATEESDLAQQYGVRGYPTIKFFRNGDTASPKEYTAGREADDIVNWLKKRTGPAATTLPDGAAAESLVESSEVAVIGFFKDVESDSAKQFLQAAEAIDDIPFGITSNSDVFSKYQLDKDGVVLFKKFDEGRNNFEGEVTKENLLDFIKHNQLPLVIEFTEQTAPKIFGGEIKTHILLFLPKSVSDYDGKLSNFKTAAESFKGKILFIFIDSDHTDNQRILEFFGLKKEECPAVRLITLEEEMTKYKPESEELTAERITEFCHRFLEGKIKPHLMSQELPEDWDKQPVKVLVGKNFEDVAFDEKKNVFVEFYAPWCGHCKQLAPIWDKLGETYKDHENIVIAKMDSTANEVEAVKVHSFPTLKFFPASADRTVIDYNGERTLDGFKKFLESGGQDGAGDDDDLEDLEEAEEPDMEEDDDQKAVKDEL
# MC4R antagonist: MC4R antagonists of cAMP signaling, primary screen, cell-based, TR-FRET, antagonist arm of biased-ligand search | AID 540295, 2011 | inhibition, % at 6.5 µM | MC4R-expressing cells, MTII-stimulated cAMP, LANCE TR-FRET | Melanocortin receptor 4 (Homo sapiens), P32245 | hit rate 0.48% among 360,000;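 active means inhibition above its plate's cutoff, the mean of tested wells on that plate plus 3 SD, cut at about 29% in these data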;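 further: 0% = Melanotan II alone and 100% = Melanotan II plus saturating MCL0020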
#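 Assay system: U2OS cells stably expressing human melanocortin 4 receptor (MC4R) / Dosing: 6.5 µM / Timing: compound 30 min, challenge 1 h, detection 1 h / Measured by: Eu-cAMP/anti-cAMP TR-FRET, emission 671 nm / Replicates: singlicate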
# CaV13 ICDI inh: Primary screen for inhibitors of IQ motif and Ca2+-dependent inactivation inhibitor domain binding in CACNA1D, Förster resonance energy transfer in living cells, …; HEK cells, CFP/YFP FRET ICDI-IQ, plate reader, 10 min; percent FRET-ratio fall versus neutral wells; inhibition, % at 12.3 µM; hit rate 0.098% among 340,000; AID 743397;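 active means mean replicate inhibition of at least 30% and at least 1% of replicates passing that level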;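 further: 0% = median of the neutral control wells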
# N-glyco inh: increase of ERlucT glycosylation luciferase signal, primary screen, N-linked glycosylation inhibitor project, D54 ERlucT cells, luminescence, set 2 | D54 ERlucT glycosylation luciferase reporter, 24 h; percent of 100 nM tunicamycin response | reporter increase, % at 12.5 µM | hit rate 0.23% among 360,000 | AID 588692, 2011;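 active means mean luciferase reporter signal, scaled so untreated is 0 and the glycosylation-blocking control 100, at or above a set limit in every replicate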;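 further: luciferase carries N-glycosylation sites so blocking glycosylation raises the light; 0% = median of neutral control wells and 100% = median of 100 nM tunicamycin wells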
# ABCB6 inh MLPCN: ABCB6 transporter inhibitors, primary screen, K562-ABCB6 cells, flow cytometry, MLPCN library; ATP-binding cassette sub-family B member 6 (Homo sapiens), Q9NP58; K562-ABCB6 porphyrin accumulation, 1 h; stronger effect = lower value; fluorescence ratio to DMSO, % at 10 µM; hit rate 0.19% among 360,000; AID 602162, 2011;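 active means fluorescence ratio to DMSO below 75%, the collection mean minus 3 SD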;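 further: signal is porphyrin accumulated inside mitochondria; 100% equals median channel fluorescence of DMSO control wells; lower ratio means ABCB6 inhibition with less porphyrin fluorescence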
# Starred values were filed as active, the others as inactive; / = no result given. An unsorted share of the library; any-hit rate near 3.6%.
no.	SMILES	HTR2A ag	H9c2 protect	MC4R ag barr	Vif inh	aDG glyco act	PDI inh	MC4R antagonist	CaV13 ICDI inh	N-glyco inh	ABCB6 inh MLPCN
1	COc1ccc(CNC(=O)O[C@H]2Cn3c(=O)ccc(=O)n3[C@@H]3CN(S(=O)(=O)c4ccc(C)cc4)C[C@]23O)cc1OC	-1	3	-2.4	-2	0.1	2	9	-4	2	94
2	CCOC(=O)COc1cccc2c(=O)n(CC(=O)N3CCCCC3)ccc12	4	1	2.9	6	0.1	2	-3	3	1	99
3	COc1cc(/C=C2\SC(N)=NC2=O)cc(OC)c1	-9	2	-4.3	-4	0.2	10	3	-5	-4	100
4	CC1CCN(C(=O)c2ccc(NC(=O)C3CCCO3)cc2)CC1 (stereo not drawn)	2	0	-0.2	-4	-0.3	-1	10	-8	0	102
5	O=C(NC1=NCCS1)c1cc(-c2ccccc2)nn1-c1ccccc1	1	2	-1.7	-7	0.0	-7	10	-4	2	104
6	COc1ccc2oc(=O)c(C(=O)NC3CCCCCC3)cc2c1	0	2	1.1	16	0.0	-3	0	-5	-2	100
7	CCOC(=O)c1ccc(NC(=O)CC2SCCNC2=O)cc1 (stereo not drawn)	6	-3	-0.8	-3	0.3	0	14	-4	3	100
8	COc1ccc(Oc2cccc(Cl)c2CNC(=O)CCCC(=O)O)cc1	1	-4	-0.9	-1	-0.1	4	-1	-5	2	99
9	CCNC(=O)COC(=O)c1cc(-c2ccc(OC)cc2)nc2ccccc12	-2	-4	-1.3	24	0.0	-9	9	-5	0	98
10	O=C(NC1CCCCC1)N(Cc1cc2cc3c(cc2[nH]c1=O)OCCO3)C1CCCCC1	4	-8	-0.2	-7	0.5	-1	10	-10	-7	96
11	CCc1nn(CCCC(=O)N2CCC(C)CC2)c(=O)c2cc3occc3n12	-2	-3	-1.4	2	0.0	0	-7	-2	0	96
12	CCCCCn1c(SCCN2CCOCC2)nc2c1c(=O)[nH]c(=O)n2C	1	0	1.0	/	-0.1	-31	1	-4	0	101
13	CCOc1cccc2sc(N3CCN(C(=O)c4ccc5ncsc5c4)CC3)nc12	7	2	-0.7	4	-0.1	0	-1	-6	-1	92
14	CC(=O)Nc1n[nH]c(S(=O)(=O)Cc2ccc(Cl)cc2Cl)n1	-5	12	-0.7	/	-0.3	8	3	/	1	92
15	CCOc1ccc(N(CC(=O)NCCOc2ccccc2OC)S(=O)(=O)c2ccccc2)cc1	-5	-3	-2.3	/	0.1	-2	0	-2	/	101
16	CCC(C)[C@H](NC(=O)N1CCN(c2cccc(C(F)(F)F)c2)CC1)C(=O)OC (stereo partly drawn)	-1	-1	-0.4	-15	1.4	1	5	-8	-1	100
17	Cc1ccc(S(=O)(=O)N2CCN(C(=O)CSCc3ccc(C(C)C)cc3)CC2)cc1	15*	-16	0.5	-5	0.6	15	1	-5	-6	85
18	CN(C)S(=O)(=O)c1cccc(NC(=S)N2CCCCC2CO)c1 (stereo not drawn)	-2	1	-0.2	-14	-0.1	-4	17	-5	2	100
19	CCCCn1c(SCC(=O)N2CCCCC2)nc2cc(S(N)(=O)=O)ccc21	10	3	-1.1	-1	-0.2	-4	1	-11	1	96
20	CCOc1nc(-c2ccccc2)c2cc(C)ccc2n1	-4	-3	-1.9	15	-0.2	7	2	-7	-3	101
21	O=C(NCc1ccco1)C1CCN(C(=O)c2cc3sccc3n2Cc2ccc(Cl)cc2)CC1	-2	-16	-0.1	-11	2.8	2	-6	/	-6	97
22	COc1ccc(S(=O)(=O)N(C)C)cc1NCC(=O)Nc1cccc(C#N)c1	-9	1	-1.4	-1	-0.9	12	8	-6	-1	98
23	CCCn1c(=O)cc(N)n(-c2ccc(OC(F)(F)F)cc2)c1=O	-7	-2	1.2	9	0.1	6	5	-19	1	97
24	COC(=O)c1ccccc1NC(=S)NC(=O)COc1ccc(C(C)C)cc1	2	-2	1.5	-1	-0.1	2	1	-3	2	98
25	CC(C)CN(C1CCS(=O)(=O)C1)S(=O)(=O)c1ccc(C(C)C)cc1 (stereo not drawn)	-3	-5	-1.3	-1	0.4	7	0	-6	-1	94
26	COc1ccc2[nH]c(=O)c(CN(C(=O)c3ccco3)C(C)C)cc2c1	-1	0	-0.8	-2	0.0	-1	0	-3	0	99
27	Cc1cc(C)c(C#N)c(SCc2ccccc2C)n1	-2	-14	1.6	-2	0.0	-3	-18	-7	-5	107
28	COc1ccc(/C=N/NC(=O)c2ccoc2C)cc1COc1ccc(Cl)cc1	-6	-6	-0.2	-19	0.7	-6	-12	-5	-3	106
29	CCN1C(=O)N[C@@H](c2cccc(C(F)(F)F)c2)[C@H](C(C)=O)[C@H]1C	10	3	-0.4	9	-0.2	1	-3	-12	-2	102
30	CCN(CC)CCNC(=O)c1ccc(NC(=O)C2CC(=O)N(c3ccc4c(c3)OCCO4)C2)cc1 (stereo not drawn)	0	-1	-0.1	1	0.2	6	3	/	2	95
31	Cc1ccc(C(=O)NCC(=O)OCC(=O)N(CC(C)C)c2c(N)n(Cc3ccccc3)c(=O)[nH]c2=O)cc1C	-2	2	-0.9	32	0.0	-2	-5	-4	-1	92
32	CSc1ccccc1C(=O)NCCOc1ccccc1C	1	-3	-1.9	4	0.1	-6	1	-6	0	103
33	O=C(NN1CCN(Cc2ccccc2)CC1)c1ccc(Cl)cc1	-5	-8	0.0	8	0.5	-3	9	-19	-1	99
34	COc1ccc(COC(=O)C2=C(C)NC(=O)NC2c2cc(OC)ccc2OC)cc1 (stereo not drawn)	-2	3	-1.7	-2	0.0	-3	-2	-19	1	90
35	O=C(NCCN1CCOCC1)c1cccc2c1C(=O)c1ccc(N3CCCC3)cc1S2(=O)=O	2	9	-1.7	4	-0.1	7	-4	-14	0	122
36	COC(=O)C(C)(C(=O)OC)c1ccc([N+](=O)[O-])cn1	1	4	-2.4	-1	-0.3	-2	-3	-3	2	98
37	CCc1nnc(NC(=O)CCN2C(=O)c3ccccc3C2=O)s1	3	5	-2.0	12	0.2	2	-8	-4	2	99
38	COc1ccccc1OC(=O)CCc1nc2ccccc2s1	-1	-4	-3.3	17	0.3	4	7	-7	-1	157
39	COCCNc1nc2cc(-c3cccc(C(F)(F)F)c3)sc2c(=O)n1C	5	-6	0.8	-3	-0.2	6	-2	-5	3	93
40	CCN(CC)C(=O)CSc1nc(-c2ccc(C)cc2)nc2c1COC(C)(C)C2	4	11	0.8	-3	0.7	1	19	-6	-1	97
41	CC(C)(C)n1nnnc1C(c1cccs1)N1CCN(C/C=C/c2ccccc2)CC1 (stereo not drawn)	0	0	/	-4	0.3	/	/	-6	-2	98
42	CS(=O)(=O)n1nc(-c2ccco2)nc1N	7	6	-1.9	31	-0.2	3	4	-2	1	102
43	Cc1nc(CCNC(=O)C2CCC(=O)N(Cc3cccc(F)c3)C2)sc1C (stereo not drawn)	-2	9	0.1	10	0.0	8	-2	-16	2	98
44	CCOC(=O)COc1ccc2nsnc2c1Cl	-4	18	-2.8	/	0.1	-4	10	-1	3	102
45	COc1ccc(Br)cc1/C=C/C(=O)NC(=S)Nc1ccc(CN2CCOCC2)cc1	-6	21	-0.4	6	0.5	0	4	-7	-5	96
46	Cc1ccc(S(=O)(=O)Nc2cccc(C(=O)N3CCOCC3)c2)cc1	-6	6	-0.6	7	-0.1	-47	12	-3	3	87
47	Cc1nc(CSc2ccc(Cl)cc2)cc(N2CCOCC2)n1	-6	10	0.9	-6	-0.3	-2	-4	0	-2	96
48	O=C(Cc1cccc(NC(=O)C2CCCN(C(=O)C3CC3)C2)c1)Nc1ccc(C(=O)N2CCOCC2)cc1 (stereo not drawn)	-3	-2	0.1	/	0.1	-2	0	-6	3	103
49	Cc1ccc(S(=O)(=O)N2CCCCC2)cc1NC(=O)COC(=O)CN1C(=O)NC2(CC(C)CC(C)(C)C2)C1=O (stereo not drawn)	1	-6	-3.7	-2	-0.1	11	-6	-3	1	98
50	C/C(=C\C(=O)c1ccc(Cl)cc1)Nc1ccc(Br)cc1	4	5	-0.6	/	-0.1	-3	0	-5	3	94
51	O=C(NCC(=O)N1CCN(C(c2ccccc2)c2ccccc2)CC1)c1ccccc1F	-8	4	0.1	5	-0.1	-4	5	-3	-2	92
52	CCCN(CCC)C(=O)CSc1nc2ccsc2c(=O)n1NC(=O)c1ccccc1	1	0	-1.4	9	0.0	2	11	-4	1	100
53	CC(=O)Nc1ccc(S(=O)(=O)N2CCC(C(=O)NCc3cccnc3)CC2)cc1	4	-1	-3.1	6	-0.1	1	7	-7	1	96
54	CCO[C@@H]1OC(C(=O)NC2CC2)=C[C@H](c2coc3ccccc3c2=O)[C@H]1CCCO	0	1	-0.3	24	-0.3	2	2	-6	3	102
55	Cc1ccc(S(=O)(=O)N2CCOCC2)cc1C(=O)NCc1cn2ccsc2n1	1	9	1.1	12	1.7	-3	-14	-5	0	92
56	COc1ccccc1N1CCN(C(c2cccs2)C(C)NC(=O)c2cccnc2)CC1 (stereo not drawn)	1	11	0.4	-4	-0.5	/	19	-6	-1	99

# Other results follow:
no.	SMILES	HTR2A ag	H9c2 protect	MC4R ag barr	Vif inh	aDG glyco act	PDI inh	MC4R antagonist	CaV13 ICDI inh	N-glyco inh	ABCB6 inh MLPCN
57	O=C1/C(=C/c2ccccc2)CSc2sccc21	0	3	1.4	0	0.5	2	15	/	-2	96
58	C/C(=N/Oc1nc(C)cc(C)n1)c1ccc(Cl)cc1Cl	6	0	-1.6	-2	0.0	3	-7	-5	-2	104
59	CC(C)OC(=O)CN1C(=O)S/C(=C/c2ccc(N3CCCCC3)o2)C1=O	-3	-10	-0.9	/	-0.3	-4	4	-9	8	122
60	O=C(Nc1ccccc1)N1CCN(c2ccc(F)cc2)CC1	-2	4	-1.6	-7	0.1	-5	0	-2	0	91
61	C=CCNC(=S)NNC(=O)c1ccc(=O)n(Cc2ccc(Cl)cc2Cl)c1	-4	-1	-2.3	0	0.1	3	1	-2	-1	109
62	CC(=O)NCCc1nc2ccccc2n1Cc1ccccc1	6	0	0.2	2	-0.1	-6	3	-6	0	101

# From PubChem BioAssay
